Source: PubChem
POLK inh: blocks human DNA polymerase kappa activity; Q9UBT6; purified Pol kappa, fluorescent DNA synthesis assay, 10 min; Potency, µM (top dose mostly 107 µM), for inactives: at the top dose activity, negative = inhibition, usual class: inhibitors; 400,000 tested, 0.53% active; AID 588579
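Kinetic fluorescence readout at 0 and 10 min followed reaction start with substrate at 50 nM final. Beforehand, enzyme (10 nM Pol kappa) stood 15 min with compound at room temperature; buffer-only wells were negative controls.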
APE1 inh: APE1 (human) endonuclease inhibition; 350,000 tested, 0.35% active; recombinant APE1, TAMRA/BHQ-2 abasic DNA cleavage fluorescence; P27695; Potency, µM (series often up to 65.8 µM), for the others: at the highest dose activity change, negative = inhibition, hits mostly inhibitors; AID 2517;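 further: plate controls were vehicle for no effect and reference inhibitor for full effect; nearly all actives have a fitted effect of over 55% in size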
Target sequence (P27695 whole entry, looked up): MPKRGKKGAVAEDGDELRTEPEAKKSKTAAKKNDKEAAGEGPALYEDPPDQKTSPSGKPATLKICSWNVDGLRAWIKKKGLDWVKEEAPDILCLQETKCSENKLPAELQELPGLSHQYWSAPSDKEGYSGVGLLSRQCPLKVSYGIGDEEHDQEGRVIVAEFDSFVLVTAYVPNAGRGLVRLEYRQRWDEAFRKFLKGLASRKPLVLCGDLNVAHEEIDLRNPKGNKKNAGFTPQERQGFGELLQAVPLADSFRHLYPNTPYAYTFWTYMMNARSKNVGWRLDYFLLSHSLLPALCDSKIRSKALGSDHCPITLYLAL
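0.75 nM APE1 + cpd, 15 min RT; start w/ 50 nM TAMRA/BHQ-2 THF-abasic dsDNA; kinetic fluor 525/598 nm ×3 reads @60 s; Δ(read3−read1); normalized to DMSO and NSC13755 control wells.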
Apoferritin bind: candidate novel general anesthetic via apoferritin binding; P02791; AID 485281; Potency, µM (titrated, usually from 77.5 µM), without a hit: at the highest dose activity change, negative = displacement, most hits filed as inhibitors; apoferritin/1-aminoanthracene competitive binding, fluorescence; 350,000 tested, 0.074% active; further: nearly all actives have a fitted effect of over 20% in size
Target sequence (P02791 2-175 limits assumed): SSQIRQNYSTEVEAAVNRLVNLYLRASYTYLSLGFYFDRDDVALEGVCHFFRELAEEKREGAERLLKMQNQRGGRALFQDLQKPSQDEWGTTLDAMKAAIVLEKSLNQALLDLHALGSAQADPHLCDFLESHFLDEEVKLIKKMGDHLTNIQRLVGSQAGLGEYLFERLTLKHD
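Concentration-response curves derived by four-parameter Hill fitting of normalized fluorescence, where compounds displaced 1-AMA from 10 uM horse apoferritin following a brief 10 min room-temperature incubation; propofol titration acted as positive control.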
* = called active by the depositor; ? = inconclusive; & = joins results of further samples; [ ] = another dose, or the depositor's remark. The call rests on the fitted dose curve; in most records, active means well fitted curve in the direction sought with a large enough effect; inconclusive means small, poorly fitted or top-dose-only effect, or another doubt; inactive means no such curve, though single readings can be large; an effect the other way counts as inactive or inconclusive. Unless noted, on the % scale 0 is the no-effect control and ±100 the full control effect; potency means the concentration at half of the fitted maximal effect. These rows are one share of the data. The share of hits here may be higher or lower than overall.

mol | POLK inh | APE1 inh | Apoferritin bind
CSCC[C@H](NC(=O)[C@@H](NC(=O)CNC(=O)[C@H](CC(=O)O)NC(=O)[C@H](CCSC)NC(=O)[C@@H](N)Cc1ccc(O)cc1)[C@@H](C)O)C(=O)N[C@@H](CO)C(=O)N[C@@H](CCC(N)=O)C(=O)N[C@H](C(=O)O)C(C)C | 14%[60.1 µM] | -4% | 3%
CC(C)CCCC1(C)C=Cc2c(O)c3c(c(CCC(C)C)c2O1)OC12C(CC4CC1C(C)(C)OC2(CCC(C)C(=O)O)C4O)C3=O (stereo not given) | ? | -6% | -20%
CCOP(=S)(OCC)Oc1cc(C)nc(N(CC)CC)n1 | 12%[60.1 µM] | 1% | -10%
CC(C)(C)[C@]1(O)C[C@@H]2OC(=O)CC23C(=O)O[C@@H]2OC(=O)[C@H](O)C231 (stereo not given in full) | -8%[60.1 µM] | -5% | 4%
COCC(C)N(C(=O)CCl)c1c(C)csc1C (stereo not given) | -11%[12 µM] | -3% | 35%[activator]
CC1CC(O)[C@]2(O)[C@]13CC(=O)OC[C@@]2(C)[C@@](C)(O)C(=O)C3 (stereo not given in full) | -8%[60.1 µM] | 2% | -1%
CC(C)(C)NC[C@H](O)c1cc(Cl)c(N)c(Cl)c1 | -9%[12 µM] | -2%[21 µM] | 1%[29.3 µM]
N#Cc1cc(Br)c(O)c(Br)c1 | 13%[60.1 µM] | 2% | 2%
C#CCOS(=O)OC1CCCCC1Oc1ccc(C(C)(C)C)cc1 (stereo not given) | -11%[60.1 µM] | 0% | ?
COc1ccc2c(c1OC)C(=O)O[C@H]2[C@H]1c2cc3c(cc2CCN1C)OCO3 | -3%[12 µM] | -3%[21 µM] | -5%[29.3 µM]
CC(=O)Oc1c2c(c(CC=C(C)C)c3c1C(=O)C1=CC4CC5C(C)(C)OC(C/C=C(\C)C(=O)O)(C4=O)[C@]15O3)OC(C)(CCC=C(C)C)C=C2 (stereo not given in full) | 25µM* | -1% | ?
Oc1ccc2c3c1OC1C(O)CC[C@]4(O)C(C2)N(CC2CCC2)CC[C@]314 (stereo not given in full) | ? | 2% | 5%
CCCCCCCCc1[se]c2ccccc2c1Br | -2%[60.1 µM] | 1% | 2%[110 µM]
CC(=O)OC1C[C@@]2(C)C(c3ccoc3)C[C@H]3O[C@@]32[C@@]2(C)C(=O)C(O)=C3C(C)(C)C(=O)C=C[C@]3(C)C12 (stereo not given in full) | -10%[60.1 µM] | -3% | -16%
C[C@@]12CC[C@H](O)C[C@@H]1CC[C@H]1[C@@H]2C[C@@H](O)[C@]2(C)[C@@H](C3=CC(=O)OC3)CC[C@]12O | -6%[12 µM] | 21%[21 µM] | -2%[29.3 µM]
CN1[C@H]2CC(=O)C[C@@H]1[C@@H](O)C2 | -10%[12 µM] | -2%[21 µM] | 13%[29.3 µM]
CC(CO)NC(=O)C1C=C2c3cccc4[nH]cc(c34)C[C@H]2N(C)C1 (stereo not given in full) | -1%[60.1 µM] | -2% | -14%
COC(=O)[C@]1(C)CC[C@@]2(C)CC[C@@]3(C)C4=CC=C5C(=CC(=O)C(O)=C5C)[C@@]4(C)CC[C@@]3(C)C2C1 (stereo not given in full) | 5%[60.1 µM] | 4% | -24%
COc1c2c(cc3c1OCO3)C13C=CC(OC)CC1N(C2)CC3O (stereo not given) | -3%[60.1 µM] | -1% | 7%
CC(C)CCNC(=O)CNC(=O)[C@@H](C)NC(=O)[C@@H](N)Cc1ccc(O)cc1 | 7%[60.1 µM] | -2% | -3%
CC(C)=CCC[C@]1(C)[C@@H](CC=C(C)C)C[C@@]2(CC=C(C)C)C(=O)[C@]1(C(=O)C(C)C)C(=O)C(CC=C(C)C)=C2O | -7%[19.4 µM] | -2% | ?
O=C1C=C2C=C[C@H]3C[C@@]2(O1)[C@H]1CCCCN31 | 3%[12 µM] | -3%[21 µM] | -17%[29.3 µM]
C[C@@]12CC[C@H]3[C@@H](CC[C@]4(O)C[C@H](O)CC[C@@]34C=O)[C@]1(O)CC[C@@H]2C1=CC(=O)OC1 | -6%[12 µM] | 2%[21 µM] | 7%[29.3 µM]
CC(=O)OC1CC(OC(C)=O)[C@]2(C)C(CC(OC(C)=O)[C@]3(C)C2CC[C@@]2(C)C(c4ccoc4)C(=O)C4O[C@]432)C1(C)C (stereo not given in full) | -12%[60.1 µM] | -10% | -8%
C=C1CCC(O)C/C1=C/C=C1\CCC[C@]2(C)[C@@H]([C@H](C)CCCC(C)C)CC[C@@H]12 (stereo not given in full) | 5%[60.1 µM] | -3% | -8%
CC1=CCCC2C1(C)CCC(C)C2(C)CC/C(C)=C/C[n+]1cn(C)c2c(N)ncnc21 (stereo not given) | -4%[60.1 µM] | 3% | -18%
CC(C)c1cc2c(c(O)c1O)[C@]1(C(=O)O)CCCC(C)(C)C1CC2 (stereo not given in full) | -5%[60.1 µM] | 9% | -20%
CC(=O)[C@@H]1CC[C@@H]2[C@@H]3CCC4=CC(=O)CC[C@@]4(C)[C@H]3CC[C@]21C | -1%[12 µM] | -2%[21 µM] | -17%[29.3 µM]
Clc1c(Cl)c(Cl)c(Cl)c(Cl)c1Cl | 17%[60.1 µM] | -1% | 0%
N#CC(O[C@@H]1OC(COC2OC(CO)C(O)C(O)[C@@H]2O)C(O)C(O)C1O)c1ccccc1 (stereo not given in full) | 3%[60.1 µM] | -7% | -5%

Next structures.
Results follow in this order: POLK inh, APE1 inh, Apoferritin bind
- CCN(CC)C(=O)N[C@@H]1C[C@H]2c3cccc4[nH]cc(c34)C[C@@H]2N(C)C1
 : -4%&-3%[12 µM], 1%&0%[21 µM], -4%&0%[29.3 µM]
- O=C=NCCCCN=C=O
 : -1%[60.1 µM], ?, -3%
- CC1C(=O)OC2O[C@]3(C)CC[C@H]4C(C)CCC1[C@]24OO3 (stereo not given in full)
 : -10%[60.1 µM], 13%, -14%
- CC(C)OC(=O)C(O)(c1ccc(Cl)cc1)c1ccc(Cl)cc1
 : -3%[60.1 µM], -4%, -3%
- CNc1ccccc1C(=O)O
 : -6%[60.1 µM], 9%, -8%
- C/C=C(\C)C(=O)OC1CC(OC(C)=O)[C@@]2(C(=O)OC)COC3C2[C@@]12CO[C@](O)(C(=O)OC)C2[C@](C)(C12OC1(C)C1CC2OC2OC=C[C@]21O)C3O (stereo not given in full)
 : -9%[60.1 µM], -1%, -14%
- CNC(=O)O/N=C/C(C)(C)SC
 : -4%[60.1 µM], 4%&1%, 2%
- CC(C)Oc1cc(-n2nc(C(C)(C)C)oc2=O)c(Cl)cc1Cl
 : 10%[60.1 µM], -6%, 5%
- OCC(Br)(Br)Br
 : 21%[60.1 µM], 2%, -2%
- CC1(C)C(O)CC(=O)[C@]2(C)C1CC(=O)[C@]1(C)C2CC[C@@]2(C)C(c3ccoc3)OC(=O)C3O[C@@]321 (stereo not given in full)
 : -9%[60.1 µM], -11%, -16%

More entries:
Results follow in this order: POLK inh, APE1 inh, Apoferritin bind
- CC1CC2OC2/C=C\C=C/C(=O)Cc2c(Cl)c(O)cc(O)c2C(=O)O1 (stereo not given)
 : ?, 0%, -1%
- COC(=O)[C@]1(C)CC[C@@]2(C)CC[C@@]3(C)C4=CCc5c(cc(O)c(O)c5C)[C@]4(C)CC[C@@]3(C)C2C1 (stereo not given in full)
 : -14%[60.1 µM], 2%, -14%
- Cc1cc(OC(=O)N2CCCCC2)c(C(C)C)cc1[N+](C)(C)C
 : -8%[60.1 µM], -3%, -1%
- CCC1(C)CC(=O)NC(=O)C1
 : -1%[12 µM], 11%[21 µM], -1%[29.3 µM]
- CCOC(=O)C(SP(=S)(OC)OC)c1ccccc1 (stereo not given)
 : -16%[60.1 µM], -3%, 0%
- CC1=C2C[C@H]3[C@@H](CC=C4C[C@@H](O)CC[C@@]43C)[C@@H]2CC[C@]12O[C@@H]1C[C@H](C)CN[C@H]1C2C (stereo not given in full)
 : -10%[60.1 µM], -2%, 5%
- CC(=O)C[C@H](c1ccccc1)c1c(O)c2ccccc2oc1=O
 : 6%[60.1 µM], -7%, 3%
- CC(C)C[C@H](NC(=O)[C@H](CC(C)C)NC(=O)[C@H](Cc1ccccc1)NC(=O)[C@@H](N)Cc1ccc(O)cc1)C(=O)N[C@@H](CCCN=C(N)N)C(=O)N[C@@H](CC(N)=O)C(=O)N1CCC[C@H]1C(=O)O
 : 12%[60.1 µM], -1%, 5%
- CC(C)(C#N)O[C@H]1OC(CO)C(O)C(O)C1O (stereo not given in full)
 : -5%[60.1 µM], 0%, 2%
- CC(=O)O[C@H]1C[C@@H](O[C@@H]2[C@H](C)O[C@H](O[C@@H]3[C@H](C)O[C@H](O[C@@H]4CC[C@@]5(C)[C@@H](CC[C@]6(C)[C@]5(C)C[C@H](O)[C@]5(C)[C@@H](C7=CC(=O)OC7)CC[C@@]56O)C4)C[C@@H]3O)C[C@@H]2O)O[C@@H](C)[C@H]1O[C@H]1O[C@@H](CO)[C@@H](O)[C@@H](O)[C@@H]1O
 : -7%[12 µM], 12%[21 µM], 8%[29.3 µM]

Additional structures:
Results follow in this order: POLK inh, APE1 inh, Apoferritin bind
- CNC(Cc1c[nH]c2ccccc12)C(=O)O (stereo not given)
 : -3%[60.1 µM], -2%, 3%
- CN1CCc2cc3c(cc2[C@@H]1[C@@H]1OC(=O)c2c1ccc1c2OCO1)OCO3
 : -8%[12 µM], 0%[21 µM], -8%[29.3 µM]
- O=C(O)c1nn(Cc2ccc(Cl)c(Cl)c2)c2ccccc12
 : -9%[60.1 µM], 2%, 5%
- CC(C)CCCC(C)C1CCC2C3CC(=O)[C@H]4CC(O)CC[C@]4(C)C3CC[C@@]12C (stereo not given in full)
 : -6%[60.1 µM], 12%, 5%
- O=C(NC(=O)c1c(F)cccc1F)Nc1ccc(Cl)cc1
 : -10%[60.1 µM], -9%, 3%
- O=C(O)c1ccccc1-c1c2cc(Br)c(=O)cc-2oc2[c]([Hg])c(O)c(Br)cc12
 : 16µM*, 25µM*, 322%[activator]
- CC1(C)C(=O)C=C[C@@]2(C)C1CC(O)[C@]1(C)C2CC[C@@]2(C)C(c3ccoc3)OC(=O)C3O[C@]312 (stereo not given in full)
 : -11%[60.1 µM], -3%, -2%
- NCCNC[C@@H](N)CCCN=C(N)N[N+](=O)[O-]
 : 11%[60.1 µM], -1%, -3%
- CC1(C)C(C(=O)O)N2C(=O)CC2S1(=O)=O (stereo not given)
 : -7%[60.1 µM], 16%, 7%
- CC[C@]1(O)CC(O[C@@H]2CC(N(C)C)C(O)C(C)O2)c2c(cc3c(c2O)C(=O)c2c(O)cccc2C3=O)C1C(=O)OC (stereo not given in full)
 : 6.3µM*, 14µM*, -13%
- CCC(=O)OC1CCC2C3CCc4cc(O)ccc4C3CC[C@]12C (stereo not given in full)
 : ?, 3%, -16%
- CCCCCCCCCc1ccc(O)cc1
 : -20%[60.1 µM], 1%&4%, ?
